HCV core dimer: blocks dimerization of HCV core protein; TR-FRET GST/Flag-core106 dimerization, 1536-well; inhibition, % at 5 µM; 300,000 tested, 0.33% active; AID 1899;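 active means inhibition above the mean of all tested compounds plus 3 SD, set per screening campaign, cut at about 45% in these data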
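Assay system: tagged HCV core106 pair (GST and Flag); medium: KF-containing HEPES buffer, pH 7.45, DTT, CHAPS, BSA; also added: Eu donor and XL665 acceptor anti-tag antibodies; dosing: 5 µM single dose; timing: compound-protein-antibody incubation 4 h at 22.5 °C; signal: TR-FRET 671 and 617 nm emission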
proCasp3 act: activators of human procaspase-3 | P42574 | recombinant procaspase-3 D3A, Ac-DEVD-pNA absorbance 405 nm | activation, % at 8.5 µM | 330,000 tested, 0.11% active | AID 463141;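 active means activation above the mean of all tested compounds plus 3 SD, cut at about 21% in these data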;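 further: 0% = DMSO alone and 100% = DMSO wells spiked with extra 5 µM PC-3 D3A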
Target sequence (P42574 whole entry D9A/D28A/D175A): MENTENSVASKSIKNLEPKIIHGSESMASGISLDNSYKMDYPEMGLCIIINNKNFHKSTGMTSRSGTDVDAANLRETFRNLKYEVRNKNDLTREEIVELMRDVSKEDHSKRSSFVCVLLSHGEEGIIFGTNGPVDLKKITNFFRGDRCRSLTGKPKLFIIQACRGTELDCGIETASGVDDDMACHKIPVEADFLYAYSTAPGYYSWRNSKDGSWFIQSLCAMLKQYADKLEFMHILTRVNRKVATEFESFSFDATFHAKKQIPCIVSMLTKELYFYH
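Evaluation: percent activation relative to control range; Material: Procaspase-3 D3A mutant, all three cleavage aspartates alanine; Compound: single dose, 8.5 µM nominal compound, 0.8% DMSO; Replication: one well per compound; Signal: absorbance at 405 nm, 0 and 120 min; Schedule: 1 h preincubation plus 2 h reaction at 25 °C.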
AHR act: human AHR activation; 320,000 tested, 2.5% active; AID 2796; activation, % at 5 µM; AHR-responsive luciferase reporter cells, luminescence; in the data active means activation above about 47%;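 further: 0% = vehicle wells and 100% = reference agonist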
Fh CTSL1 inh: cathepsin L1 inhibition, PFM18AAP counter-screen. 300,000 tested, 0.49% active. inhibition, % at 5.96 µM. recombinant F. hepatica cathepsin L1, Z-Leu-Arg-MCA fluorescence;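 active means inhibition above the mean of all tested compounds plus 3 SD, set per screening campaign, cut at about 17% in these data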;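 further: 0% = plate median of test compound wells and 100% = 1 µM Z-Phe-Ala-diazomethylketone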
PP1 counter: blocks human PP1-alpha phosphatase, a PP5 counter-screen; 320,000 tested, 0.9% active; AID 2235; P62136; inhibition, % at 6.7 µM; purified PP1alpha, OMFP fluorescence;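 active means inhibition above the mean inhibition of all tested compounds plus 3 SD, computed separately for each screening campaign, cut at about 15% in these data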
Target sequence (P62136 whole entry, looked up): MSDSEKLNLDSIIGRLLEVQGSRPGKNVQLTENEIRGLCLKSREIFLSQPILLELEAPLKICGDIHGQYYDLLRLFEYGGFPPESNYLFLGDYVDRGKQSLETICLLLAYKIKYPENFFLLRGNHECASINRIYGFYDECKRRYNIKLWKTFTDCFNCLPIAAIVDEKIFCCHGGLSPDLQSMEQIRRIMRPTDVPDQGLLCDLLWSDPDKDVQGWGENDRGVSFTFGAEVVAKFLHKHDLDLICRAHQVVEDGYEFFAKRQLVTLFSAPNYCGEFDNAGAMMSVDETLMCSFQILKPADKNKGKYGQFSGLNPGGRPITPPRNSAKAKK
PP5 inh: PP5 (human) phosphatase inhibition; inhibition, % at 6.7 µM; P53041; purified PP5c, OMFP substrate fluorescence; 320,000 tested, 0.18% active;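 active means inhibition above the campaign's mean inhibition across all tested compounds plus 3 SD, cut at about 9.5% in these data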;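 further: 0% = DMSO only and 100% = 100 µM cantharidin control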
TPT1 inh: blocks Candida albicans tRNA 2'-phosphotransferase. recombinant caTPT1, FP RNA substrate dephosphorylation. inhibition, % at 5 µM. 300,000 tested, 0.81% active;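 active means inhibition above the mean of all tested compounds plus 3 SD, set per screening campaign, cut at about 24% in these data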;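 further: plate controls were DMSO alone for no effect and ferristatin control at 100 nM for full effect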
procasp7 counter: activates human procaspase-7, counter-screen for procaspase-3 activators | P55210 | 330,000 tested, 0.093% active | activation, % at 8.5 µM | recombinant procaspase-7, Ac-DEVD-pNA absorbance 405 nm; D23A/D198A/D206A triple mutant, cannot self-cleave; scale: DMSO 0, 5 µM enzyme 100;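 active means percent activation above the screen-wide mean plus 3 SD, cut at about 25% in these data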
Target sequence (P55210 whole entry D23A/D198A/D206A): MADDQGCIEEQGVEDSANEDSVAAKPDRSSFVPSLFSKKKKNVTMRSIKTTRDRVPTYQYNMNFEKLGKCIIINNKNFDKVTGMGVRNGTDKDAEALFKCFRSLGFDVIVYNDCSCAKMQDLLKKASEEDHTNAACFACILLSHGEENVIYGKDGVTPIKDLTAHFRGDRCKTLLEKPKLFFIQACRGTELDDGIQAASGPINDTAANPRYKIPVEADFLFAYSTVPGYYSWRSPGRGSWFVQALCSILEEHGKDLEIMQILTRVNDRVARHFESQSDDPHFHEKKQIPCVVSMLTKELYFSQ
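Test system: Procaspase-7 triple mutant (PC-7 D3A). Also added: Ac-DEVD-pNA substrate, 400 µM as added. Schedule: 1 h enzyme–compound preincubation and 2 h substrate reaction, both 25 °C. Signal: p-Nitroaniline absorbance at 405 nm, read at 0 and 120 min. Control set: low DMSO alone, high DMSO plus 5 µM PC-7.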
PAFAH2 FP inh: PAFAH2 (human) inhibition; inhibition, % at 3.39 µM; recombinant PAFAH2, FP-rhodamine activity probe, fluorescence polarization; 340,000 tested, 0.99% active; Q99487; AID 492956;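 active means inhibition above the mean over all tested compounds plus 3 SD, cut at about 30% in these data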;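 further: inhibitors block probe labeling of enzyme so polarization drops; 0% = enzyme with DMSO and 100% = wells lacking PAFAH2 protein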
* = called active by the depositor; . = not tested or not shown. Not a hit list; any-hit rate near 5.6%.

| cpd | Molecule | HCV core dimer | proCasp3 act | AHR act | Fh CTSL1 inh | PP1 counter | PP5 inh | TPT1 inh | procasp7 counter | PAFAH2 FP inh |
| --- | --- | --- | --- | --- | --- | --- | --- | --- | --- | --- |
| 1 | CN(C(=O)Nc1ccc(C(C)(C)C)cc1)C1CCCCC1 | -3.2 | 1.2 | 1.6 | -0.2 | -4.5 | 0.2 | -3.4 | 5.4 | 1.5 |
| 2 | Cc1csc(NC(=O)C2CCN(S(=O)(=O)c3cccs3)CC2)n1 | -300.7 | 5.0 | 0.7 | -10.2 | -3.1 | 0.4 | 13.5 | 10.9 | 5.3 |
| 3 | CCCCC(=O)Nc1cccc(-c2nc3ncccc3o2)c1C | -1.4 | -0.6 | 21.6 | 2.1 | 0.2 | -6.8 | -5.3 | -10.7 | -9.3 |
| 4 | CC(CN(C(N)=O)c1ccccc1O)C(=O)O (configuration not stated) | -6.8 | 3.9 | 6.3 | -0.5 | -1.6 | 2.0 | 5.5 | 4.1 | 1.4 |
| 5 | O=C(N/N=C/c1cn(Cc2ccccc2)c2ccccc12)c1cccnc1 | 1.7 | -0.1 | 85.9* | 4.2 | 4.2 | 2.9 | 1.3 | -13.8 | -1.9 |
| 6 | Cc1ccc2occ(/C=N/NC(=O)c3ccc(Cl)cc3)c(=O)c2c1 | -1.9 | -2.8 | 1.7 | 4.9 | -11.3 | 1.2 | -0.5 | -1.5 | 4.3 |
| 7 | Cc1noc(C)c1NC(=O)N(C)C[C@@H]1Oc2c(NC(=O)c3ccncc3)cccc2C(=O)N([C@H](C)CO)C[C@@H]1C | . | 3.5 | -1.9 | . | . | . | . | 2.9 | 6.0 |
| 8 | CCCn1nc(NC(=O)c2cccs2)c2cc3cc(OC)ccc3nc21 | -2.8 | -23.4 | 65.7* | 2.2 | 3.8 | 4.8 | 4.7 | -29.5 | 0.5 |
| 9 | CC(C)(C)NC(=O)CSc1nnc(NC(=O)c2ccccc2Cl)s1 | 0.0 | 2.2 | 1.1 | 1.2 | -0.5 | 0.3 | 0.6 | 0.5 | -1.5 |
| 10 | CC1CCCC(C)N1C(=O)CSc1nnc(NC(=O)c2cccs2)s1 (configuration not stated) | -0.1 | 9.3 | 1.4 | 5.4 | 3.3 | -0.6 | 2.6 | 3.2 | -2.1 |
| 11 | O=C(NCCCN1CCCC1=O)c1ccc2c(=O)n(-c3ccc(F)cc3)c(=S)[nH]c2c1 | 1.4 | 2.4 | 0.6 | -2.3 | -0.7 | 0.6 | -2.3 | -3.1 | . |
| 12 | CC(C)c1ccc(NC(=O)NC2CCN(CC(=O)Nc3cccc4ccccc34)CC2)cc1 | 9.3 | -1.5 | 12.5 | -2.6 | 2.2 | 5.4 | -4.8 | 5.9 | -0.6 |
| 13 | CCOC(=O)c1nc(S(C)(=O)=O)ncc1N1CCOCC1 | -6.1 | -0.6 | 0.0 | 2.3 | -4.2 | 0.6 | 0.9 | -7.1 | -6.9 |
| 14 | CC1=NN(C(=O)c2ccccc2Cl)C(O)(c2ccccc2)C1 (configuration not stated) | 1.6 | -2.8 | 1.1 | -1.3 | -1.3 | 1.8 | -2.6 | 3.0 | 6.9 |
| 15 | O=C(O)c1cccc(S(=O)(=O)Nc2cccc(S(=O)(=O)N3CCCC3)c2)c1 | . | 6.9 | -0.4 | . | -2.0 | 0.3 | . | 0.4 | -2.3 |
| 16 | O=C(COCC(=O)N1CCOCC1)N1CCOCC1 | 2.9 | 5.5 | 0.1 | -1.6 | -1.5 | 0.8 | 3.1 | 3.3 | 0.7 |
| 17 | CN1CCN(C2CCCCCC2)CC1 | -4.4 | 6.0 | 1.1 | 2.0 | -3.5 | 4.0 | -0.7 | 1.4 | 4.7 |
| 18 | C/C(=N\NC(=O)CNC(=O)c1ccc2c(c1)OCO2)c1ccco1 | -5.3 | 4.4 | 20.9 | -2.8 | -5.4 | 4.2 | 0.7 | 3.2 | 2.6 |
| 19 | Cc1ccccc1CCN1CCCC(CN(C)CC(C)(C)C)C1 (configuration not stated) | -0.9 | 12.1 | 0.5 | -3.0 | 2.0 | 0.9 | -0.2 | 0.3 | 3.4 |
| 20 | O=C(c1ccccc1)N1CCN(C(=O)c2ccccc2)CC1 | 2.7 | 14.6 | 0.1 | -3.1 | -5.0 | -1.8 | 3.2 | -3.6 | -6.0 |

Full records from above. Order of values: HCV core dimer	proCasp3 act	AHR act	Fh CTSL1 inh	PP1 counter	PP5 inh	TPT1 inh	procasp7 counter	PAFAH2 FP inh
O=C(c1ccccc1)N1CCN(C(=O)c2ccccc2)CC1 is entered as 2.7	14.6	0.1	-3.1	-5.0	-1.8	3.2	-3.6	-6.0
CCOC(=O)c1nc(S(C)(=O)=O)ncc1N1CCOCC1 is entered as -6.1	-0.6	0.0	2.3	-4.2	0.6	0.9	-7.1	-6.9
O=C(O)c1cccc(S(=O)(=O)Nc2cccc(S(=O)(=O)N3CCCC3)c2)c1 is entered as .	6.9	-0.4	.	-2.0	0.3	.	0.4	-2.3
O=C(NCCCN1CCCC1=O)c1ccc2c(=O)n(-c3ccc(F)cc3)c(=S)[nH]c2c1 is entered as 1.4	2.4	0.6	-2.3	-0.7	0.6	-2.3	-3.1	.

Back to the main list, repeating the 2 entries before the break.
| cpd | Molecule | HCV core dimer | proCasp3 act | AHR act | Fh CTSL1 inh | PP1 counter | PP5 inh | TPT1 inh | procasp7 counter | PAFAH2 FP inh |
| --- | --- | --- | --- | --- | --- | --- | --- | --- | --- | --- |
| 19 | Cc1ccccc1CCN1CCCC(CN(C)CC(C)(C)C)C1 (configuration not stated) | -0.9 | 12.1 | 0.5 | -3.0 | 2.0 | 0.9 | -0.2 | 0.3 | 3.4 |
| 20 | O=C(c1ccccc1)N1CCN(C(=O)c2ccccc2)CC1 | 2.7 | 14.6 | 0.1 | -3.1 | -5.0 | -1.8 | 3.2 | -3.6 | -6.0 |
| 21 | Cc1ccc(CNC(=O)CCSCCC(=O)NCc2ccc(C)cc2)cc1 | 4.2 | 3.8 | 0.0 | -1.7 | -1.4 | 0.9 | -0.5 | 3.0 | 4.2 |
| 22 | CCOC(=O)c1sc(N(Cc2ccccc2)C(=O)CSc2ncn[nH]2)nc1C | -2.5 | -5.9 | 15.9 | -0.6 | 2.7 | 4.9 | -5.8 | 14.1 | -5.0 |
| 23 | Cc1cccc2[nH]c(CCNC(=O)C3CCC(=O)N(CCc4cccc(F)c4)C3)nc12 (configuration not stated) | -0.3 | 3.8 | 5.2 | -2.0 | -1.3 | 1.4 | 0.7 | -9.8 | 11.5 |
| 24 | CCCCCOC(=O)C1=C(C)NC(=O)NC1c1ccc(N(C)C)cc1 (configuration not stated) | 17.8 | 1.9 | -1.4 | 1.6 | 2.2 | 0.9 | 0.2 | 0.4 | 7.0 |
| 25 | COc1cc(-c2nc(S(=O)(=O)c3ccc(C)cc3)c(N3CCOCC3)o2)cc(OC)c1OC | 2.6 | -11.3 | -0.5 | 5.6 | 1.1 | 1.6 | -2.2 | 2.6 | 11.7 |
| 26 | COCCNC(=O)/C(C#N)=C/c1c(N2CCCCCC2)nc2ccccn2c1=O | -5.0 | -9.8 | 0.4 | 15.3 | -7.9 | 1.7 | 2.5 | -9.1 | -7.3 |
| 27 | COC(=O)C(C)Oc1ccc(-c2nccc(-c3ccccn3)n2)cc1 (configuration not stated) | -10.0 | 3.4 | 4.0 | -7.5 | -1.3 | 2.5 | -1.8 | -12.3 | 6.9 |
| 28 | COc1ccc(C2=NN(C(=O)CN3CCOCC3)C(c3nc4ccccc4[nH]3)C2)cc1 (configuration not stated) | -4.3 | -2.1 | 1.4 | 5.4 | -2.7 | 0.4 | 2.4 | 2.5 | 1.0 |
| 29 | O=C(CSc1nc2nn(-c3ccccc3)c(=O)c-2c2n1CCCCC2)NCCCc1ccccc1 | 1.3 | -1.3 | 0.0 | -0.1 | -0.3 | 3.0 | 1.1 | 2.4 | 1.2 |
| 30 | COc1cc(C(C)=O)ccc1OCC(=O)Nc1ccc(C)c(S(=O)(=O)N2CCCCCC2)c1 | . | 2.0 | -0.4 | . | 3.6 | -2.2 | . | 3.7 | 0.8 |
| 31 | CSCc1cc(N(C)c2ccccc2)nc(-c2ccccn2)n1 | 11.3 | -1.7 | 34.5 | 0.2 | 15.2 | 1.4 | -0.1 | 5.1 | 1.9 |
| 32 | Cc1cccc(OCCCC(=O)NC(C)c2ccccc2)c1 (configuration not stated) | 3.5 | -5.1 | 2.3 | -1.2 | 1.4 | 0.9 | 1.7 | 3.8 | -5.2 |
| 33 | COc1cccc(CNS(=O)(=O)c2ccc3c(c2)N(C(C)=O)CCO3)c1 | 6.8 | 4.7 | 7.9 | -5.4 | 1.1 | 1.0 | -4.8 | 1.6 | -1.4 |
| 34 | CCOc1ccc(S(=O)(=O)N2CCN(Cc3ccc4c(c3)OCO4)CC2)cc1Cl | 5.7 | 1.7 | 1.9 | 3.5 | 1.6 | 1.9 | -1.1 | 0.8 | 4.0 |
| 35 | O=C(/C=C/c1cccs1)c1ccc(NC(=O)c2cccc(Br)c2)cc1 | -5.2 | -1.4 | 18.5 | 3.7 | 9.3 | 5.0 | 6.2 | -10.4 | -17.0 |
| 36 | CC(C(=O)NC1CCCC1)N1CCN(Cc2ccccc2)CC1 (configuration not stated) | -5.3 | 4.0 | 0.3 | -4.5 | -3.0 | 1.0 | -3.1 | 8.4 | 6.5 |
| 37 | O=C(Nn1c(Cc2cccs2)nc2ccccc2c1=O)c1ccc(F)c(F)c1 | 2.1 | 6.0 | 0.5 | -0.5 | -0.1 | 1.7 | 0.8 | 9.5 | -7.5 |
| 38 | COc1ccc(C(NC(=O)/C=C/c2ccco2)c2ccc(OC)cc2)cc1 | 44.7 | 1.3 | 3.7 | 2.7 | 5.0 | -1.8 | 7.8 | -19.8 | 3.6 |
| 39 | COc1ccc(C(=O)NC2CCCc3c2cnn3-c2cccc(C)c2C)c(OC)n1 (configuration not stated) | 5.2 | -3.6 | 3.1 | 1.1 | 2.6 | 1.7 | 0.8 | 5.1 | 6.9 |
| 40 | Cc1cc(C)n2nc(CC(=O)NC3CCCCCC3)nc2n1 | -1.0 | 8.0 | 0.7 | 2.1 | -2.4 | 0.1 | -2.2 | 12.9 | -5.2 |
| 41 | CCOc1ccc(CCNC(=O)CN2CCN(Cc3ccccc3C)C2=O)cc1OCC | -1.4 | 7.3 | 2.8 | -1.0 | -3.5 | 3.0 | -4.3 | 12.1 | 6.4 |
| 42 | O=C(C#Cc1cccc([N+](=O)[O-])c1)c1ccccc1 | 16.0 | -19.1 | 8.6 | 22.3* | -1.6 | 0.7 | 1.0 | -34.0 | -9.2 |
| 43 | O=C(Cn1c(CN2CCCCC2)nc2ccccc2c1=O)NCc1ccco1 | -3.6 | -1.4 | 0.1 | 3.4 | -1.7 | -1.2 | -0.8 | -0.7 | 12.4 |
| 44 | CC1(C)CC(=O)C/C(=N\NC(=S)NCc2ccccc2)C1 | 0.6 | -3.7 | -0.5 | -1.9 | -4.5 | -1.0 | 1.8 | -4.8 | -1.5 |
